Screening data (PubChem BioAssay)
SMN2 splice enh: SMN2 splice variant enhancement | Potency, µM (highest dose often 46.1 µM), for the others: at the top dose activity change, positive = activation, most hits filed as activators | 210,000 compounds, 2.8% hits | HEK293 SMN2-luciferase splicing reporter, luminescence, 30-36 h; further: % of control where 0% means no effect; nearly all actives have a fitted effect of over 55% in size
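qHTS luciferase splicing reporter: luminescence rises when SMN2 exon 7 is included in transfected HEK293 cells. Compound exposure lasted 30-36 h at 37C, with 4.5 mM final sodium butyrate as control, followed by a ONE-Glo read.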
KDM4E inh: JMJD2E (human) inhibition. JMJD2E catalytic domain, FDH-coupled NADH fluorescence (FDH is formaldehyde dehydrogenase). Potency, µM (series often up to 57.1 µM), without a hit: at the top dose activity change, negative = inhibition, actives largely listed as inhibitors. 230,000 compounds, 1.6% hits. AID 2147; active means well fitted inhibition curve with a large enough effect, not every such curve was filed as active; inconclusive means small, poorly fitted or top-dose-only effect, or another doubt; inactive means no such curve, though single readings can be large or run the other way;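 further: 0% = wells with enzyme and -100% = buffer wells without enzyme; nearly all actives have a fitted effect of over 50% in size; many of its hits are not listed in these tables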
RECQ1 helicase: RECQ1 (human) helicase inhibition; P46063; RECQ1 DNA unwinding, red fluorescence kinetic read; Potency, µM (series often up to 57.3 µM), for the others: at the top dose activity, negative = inhibition, hits mostly inhibitors; 240,000 compounds, 0.54% hits;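 further: plate controls were vehicle for no effect and no enzyme for full effect; nearly all actives have a fitted effect of over 30% in size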
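RECQ1T1 50 nM; forked duplex (20 bp + 30-nt ss tails) 200 nM, ATP 2 mM final; pH 8.0, 2 mM MgCl2, 2.5 ug/ml poly(dI-dC); 15 min compound preincubation; discontinuous kinetic read over 2 h at RT.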
ALDH1A1 block: inhibitors of human aldehyde dehydrogenase 1A1; P00352; Purified ALDH1A1, NADH fluorescence, propionaldehyde substrate; Potency, µM (doses to about 75.3 µM), without a hit: top-dose activity, negative = inhibition, actives largely listed as inhibitors; 220,000 compounds, 7.3% hits; AID 1030; active means well fitted inhibition curve with a large enough effect, not every such curve was filed as active; inconclusive means small, poorly fitted or top-dose-only effect, or another doubt; inactive means no such curve, though single readings can be large or run the other way;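 further: plate controls were no enzyme wells and a reference inhibitor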
LMNA splice mod: LMNA splicing modulation. 200,000 compounds, 0.01% hits. HeLa LMNA splicing GFP/RFP minigene ratio, 48 h. AID 1487. Potency, µM (titrated, usually from 46.1 µM), without a hit: at the top dose ratio change, negative = inhibition, actives largely listed as inhibitors; active means well fitted inhibition curve with a large enough effect in the signal ratio, with a control signal flat, not every such curve was filed as active; inconclusive means small, poorly fitted or top-dose-only effect, or effect the other way, or a change in a side signal; the % refers to the signal ratio; further: on the % scale 0 is the no-effect control and ±100 the full control effect
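S3 HeLa cells stably expressing lamin A-EGFP splicing minigene plus DsRed2, 600 cells/well, 48 h compound exposure at 37C. Laser-scanning cytometry; analysed as GFP (500-530 nm)/RFP (575-640 nm) total intensity ratio; 0.5% DMSO vehicle.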
RGS12 GoLoco inh: RGS12 GoLoco-Gai1 interaction inhibition; Gai1:RGS12 GoLoco peptide FP, rhodamine, 10 min; Potency, µM (highest dose often 61.6 µM), for the others: at the highest dose activity, negative = inhibition, usual class: inhibitors; 230,000 compounds, 0.44% hits; active means well fitted inhibition curve with a large enough effect, not every such curve was filed as active; inactive means no such curve, though single readings can be large or run the other way; further: on the % scale 0 is the no-effect control and ±100 the full control effect; nearly all actives have a fitted effect of over 30% in size; many of its hits are not listed in these tables
Target sequence (P63096 whole entry, looked up): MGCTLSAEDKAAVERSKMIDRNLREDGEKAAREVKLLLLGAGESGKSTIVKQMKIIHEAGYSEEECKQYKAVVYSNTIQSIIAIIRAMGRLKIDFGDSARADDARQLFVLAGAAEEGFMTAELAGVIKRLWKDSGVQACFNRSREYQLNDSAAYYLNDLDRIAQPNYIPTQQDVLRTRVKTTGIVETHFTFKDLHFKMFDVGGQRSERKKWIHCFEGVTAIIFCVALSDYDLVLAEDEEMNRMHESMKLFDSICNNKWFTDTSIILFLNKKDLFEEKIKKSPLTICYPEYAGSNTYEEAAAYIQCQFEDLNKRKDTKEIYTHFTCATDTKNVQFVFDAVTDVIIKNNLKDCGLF
TR SRC2 fluor cs: Texas Red fluorescence interference in TRb-SRC2 counter-screen; TRb/SRC2 Texas Red total fluorescence interference; Potency, µM (series often up to 106 µM), without a hit: at the highest dose fluorescence change, negative = quenching; 280,000 compounds, 0.29% hits; AID 1479; active means well fitted curve in either direction with a large enough effect; inconclusive means small, poorly fitted or top-dose-only effect; further: on the % scale 0 is the no-effect control and ±100 the full control effect
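Human TRb ligand-binding domain at 0.6 uM with 20 nM Texas Red SRC2 peptide in Tris buffer containing 1 uM T3 and 5% DMSO, incubated with compound 5 h at ambient temperature. Total fluorescence (555/632 nm) calculated as parallel + 2 × perpendicular.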
TRb-SRC2 inh: disrupts binding of human TR beta to SRC2 | P10828 | TRbeta-SRC2 peptide binding, fluorescence polarization; receptor liganded with 1 µM T3 | 280,000 compounds, 0.065% hits | Potency, µM (highest dose often 106 µM), without a hit: at the highest dose activity change, negative = inhibition, actives largely listed as inhibitors;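 further: plate controls were bound peptide for no effect and peptide without receptor for full effect; nearly all actives have a fitted effect of over 50% in size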
Target sequence (P10828 whole entry, looked up): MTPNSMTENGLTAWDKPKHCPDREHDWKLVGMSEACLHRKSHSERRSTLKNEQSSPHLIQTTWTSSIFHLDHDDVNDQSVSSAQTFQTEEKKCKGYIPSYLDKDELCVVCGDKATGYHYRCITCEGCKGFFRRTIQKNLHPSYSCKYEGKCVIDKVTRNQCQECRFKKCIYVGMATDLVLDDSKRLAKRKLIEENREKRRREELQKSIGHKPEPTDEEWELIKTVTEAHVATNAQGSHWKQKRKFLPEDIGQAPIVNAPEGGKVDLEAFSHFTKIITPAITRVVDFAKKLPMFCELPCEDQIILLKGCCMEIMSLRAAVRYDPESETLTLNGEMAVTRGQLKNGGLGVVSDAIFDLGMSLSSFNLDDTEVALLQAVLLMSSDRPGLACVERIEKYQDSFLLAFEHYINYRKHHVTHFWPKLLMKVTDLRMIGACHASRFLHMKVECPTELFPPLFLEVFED
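Binding of a 20-amino-acid Texas Red SRC2 peptide (20 nM) to TRb ligand-binding domain (0.6 uM) with agonist T3 at 1 uM was followed by fluorescence polarization after a 5 hr room-temperature incubation.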
* marks the source's active call; other numbers are inactive results; i = inactive; ? = inconclusive; . = not tested or not shown; & = joins results of further samples; [ ] = dose if it differs, or a comment. Unless noted, the call rests on the fitted dose curve; in most records, active means well fitted curve in the direction sought with a large enough effect; inconclusive means small, poorly fitted or top-dose-only effect, or another doubt; inactive means no such curve, though single readings can be large; an effect the other way counts as inactive or inconclusive. Potency means the concentration at half of the fitted maximal effect. These rows are one share of the data; the hit share may differ from the screen's.

Screens in order – ALDH1A1 block, TRb-SRC2 inh, TR SRC2 fluor cs, LMNA splice mod, RECQ1 helicase, RGS12 GoLoco inh, KDM4E inh, SMN2 splice enh
CN1CN=C(N[N+](=O)[O-])N(Cc2ccco2)C1
    10.1%, 4.5%, 0.3%, -0.3%, -3.6%, 4.4%, -3.8%, 14.0%
CN(C(=O)Cc1ccc(Cl)c(Cl)c1)[C@H](CN1CCCC1)c1ccccc1
    -1.4%, -4.2%&4.6%, -3.6%&-0.9%, ., -5.8%&-8.0%, 0.7%&2.1%, -0.6%, -90.2%[inhibitor]
CC(=O)O[C@@H]1C[C@@]2(C)C(c3ccoc3)C[C@H]3O[C@]32[C@]2(C)C(=O)C(O)=C3C(C)(C)C(=O)C=C[C@]3(C)C12 (stereo partly specified)
    1.1%, -6.4%, -0.5%, ., -1.1%, -28.0%, -0.8%, -73.5%[inhibitor]
CCCC/C(=N/O)c1c(C)[nH]c2ccccc12
    5.2%, 1.7%, -1.8%, 16.6%[46 µM], i, 15.5%, -4.3%, -7.7%
c1ccc2c(CCNC3CCCCC3)c[nH]c2c1
    ?, 3.4%, -2.0%, ., -6.7%, -14.7%, 3.5%, -34.5%[inhibitor]
c1ccc2sc(C3CCCNC3)nc2c1 (stereo unspecified)
    8.4%, -19.0%, 0.6%, -6.7%, -3.7%, -9.4%, 5.6%, 24.4%
Cc1ccc(-n2c(O)c(/C=N/N3CCCCCC3)c(=O)[nH]c2=O)cc1C
    ., -1.9%, -0.7%, ., -1.3%, 13.2%, -5.3%, .
Fc1ccc(CCNCc2ccc(Cl)c(Cl)c2)cc1
    1.5%, -6.5%, 1.2%, -4.7%, -7.4%, -4.1%, -9.3%, 3.6%
C=CC(=O)OCC(CO)(COC(=O)C=C)COC(=O)C=C
    0.398µM*, -13.9%[201 µM], 0.1%[201 µM], ., -3.3%, 10.6%, ., -106.9%[inhibitor]
c1ccc(-c2nnc(SCc3nc4ccccc4[nH]3)o2)cc1
    ?, -4.1%, -2.2%, ?, -3.0%, 8.0%, ?, -49.7%[inhibitor]
CCN(CC)c1ccc(N=Cc2c(O)n(-c3ccc(Cl)cc3)c(=O)[nH]c2=O)cc1
    ?, -17.7%, 0.5%, 11.8%, -5.8%, 29.5%, -0.5%, -12.0%
CC(=O)c1c(C)n(Cc2ccccc2)c2ccc(O)cc12
    ., -2.7%, 1.1%, ., -1.0%, 2.3%, -2.9%, .
CC(C)=CCCC1(C)C=Cc2c(O)c3c(c(CC=C(C)C)c2O1)OC12C(=CC4CC1C(C)(C)OC2(C/C=C(/C)C(=O)O)C4=O)C3=O (stereo unspecified)
    -5.7%, -9.7%, -1.0%, ., i, 0.4%, ?, -100.4%[inhibitor]
Cc1sc(-n2c(C)cc(C=C3C(=O)NC(=O)NC3=O)c2C)c(C#N)c1C
    0.631µM*, 0.7%, 10.9%, -12.6%, -1.1%, 87.8%[activator], -0.9%, -12.9%
Cc1ccc(CN(Cc2ccccc2)C(=S)NCC(=O)N2CCC3(CC2)OCCO3)o1
    ?, -3.2%, -6.1%, 5.5%[46 µM], i, -2.6%, 1.5%, -12.7%
COC(=O)/C(C)=C\CC12OC(C)(C)C3CC(C=C4C(=O)c5c(OC)c6c(c(CC=C(C)C)c5OC431)OC(C)(CCC=C(C)C)C=C6)C2=O (stereo unspecified)
    ?, 0.6%, -3.1%, ?, -1.1%, -0.9%, ?, -85.6%[inhibitor]
Cc1cccc(CN2CCN(c3ccc(Cl)cc3)CC2)c1
    ?, 15.5%, -1.5%, ?, i, -8.7%, 22.4µM*, -6.3%
O=P(Nc1ccccc1)(Nc1ccccc1)Oc1ccccc1
    4.7%, -0.1%, 1.4%, -9.0%, i, 11.9%, 3.5%, 7.8%
[N-]=[N+]=NCc1cn2cccnc2n1
    ?, -9.1%, -2.1%, -4.9%[46 µM], -8.6%, 5.0%, ?, 3.7%
O=C(COC(=O)Cc1ccccc1)Nc1ncc(Cl)cc1Cl
    10.9%, -1.6%, -0.6%, 17.3%, -4.2%, -0.7%, 0.2%, -1.5%
CC(C)N1C(=S)SC(C)(C)C1n1oc(=O)n(-c2cccc(Cl)c2)c1=O (stereo unspecified)
    10.6%, 2.9%, -1.1%, -6.7%[46 µM], i, -2.0%, -4.2%, -42.7%[inhibitor]
CN(CCc1ccc(Cl)c(Cl)c1)[C@H]1CCCC[C@H]1N1CCCC1
    25.1µM*, 6.7%, -2.4%, ., i, 0.9%, -15.1%, .
CNCC1(c2ccccc2)CCCC1
    0.2%, 0.0%, 0.3%, 3.7%, 3.2%, 3.8%, -4.2%, -2.7%
CCn1c(O)c(N=Nc2ccc(S(=O)(=O)N3CCOCC3)cc2)c(=O)n(CC)c1=S
    ., 0.6%, -2.2%, ., 14.2%, 10.0%, 9.3%, .
O=C1C2C3CCC(O3)C2C(=O)N1CCO (stereo unspecified)
    ., 1.0%, -3.5%, ., i, 6.0%, -3.6%, .
Cc1ccc2c(c1)CC1(CN2C)C(=O)NC(=O)N(CCC2=CCCCC2)C1=O (stereo unspecified)
    3.55µM*, 6.4%, 0.0%, 9.8%, -6.5%, ., -5.2%, .
CCOc1ccccc1-n1c(O)c(C=NCCCN(CC)CC)c(=O)[nH]c1=O
    -4.2%, -3.0%, -3.6%, 4.2%, i, 1.8%, 7.0%, -9.7%
CC(n1cc(C[C@H](N)C(=O)O)c2ccccc21)n1cc(C[C@H](N)C(=O)O)c2ccccc21
    ?, -1.0%, -0.2%, ., ?, 19.1%, ., -7.7%
Cc1cccc(OCC(=O)N2CCN(Cc3ccncc3)CC2)c1
    ?, -7.5%, -2.6%, 3.5%, i, -3.5%, ?, -15.5%
CC(=O)N1CCC(N2CCCC(C(=O)c3cccc(Cl)c3)C2)CC1 (stereo unspecified)
    -7.8%, 10.7%, 0.0%, ., i, 15.0%, 0.2%, -6.2%

Rewritten as labelled records: two of the compounds above.
SMILES: CNCC1(c2ccccc2)CCCC1
  ALDH1A1 block: 0.2%
  TRb-SRC2 inh: 0.0%
  TR SRC2 fluor cs: 0.3%
  LMNA splice mod: 3.7%
  RECQ1 helicase: 3.2%
  RGS12 GoLoco inh: 3.8%
  KDM4E inh: -4.2%
  SMN2 splice enh: -2.7%

SMILES: CCn1c(O)c(N=Nc2ccc(S(=O)(=O)N3CCOCC3)cc2)c(=O)n(CC)c1=S
  ALDH1A1 block: .
  TRb-SRC2 inh: 0.6%
  TR SRC2 fluor cs: -2.2%
  LMNA splice mod: .
  RECQ1 helicase: 14.2%
  RGS12 GoLoco inh: 10.0%
  KDM4E inh: 9.3%
  SMN2 splice enh: .

(more compounds)
Screens in order – ALDH1A1 block, TRb-SRC2 inh, TR SRC2 fluor cs, LMNA splice mod, RECQ1 helicase, RGS12 GoLoco inh, KDM4E inh, SMN2 splice enh
O=P(O)(O)/C=C(\Cl)c1ccccc1
    4.7%, -13.9%, -0.2%, -0.7%, 11.3%, -4.4%, 5.7%, 15.5%
O=C(c1cccn2c(=O)c3cc(Br)ccc3nc12)N1CCC2(CC1)OCCO2
    ?, -16.2%, 2.6%, 2.2%, 6.3%, 14.8%, ?, 13.3%
C=CCN1CC[C@]23CCCCC2[C@H]1Cc1ccc(O)cc13 (stereo partly specified)
    0.5%&-1.3%, -3.0%&2.7%, -3.3%&-1.5%, ?, 0.2%, 11.8%&-9.7%, -0.5%, 8.9%&2.3%
CC1=CC(c2ccccc2)NC(=S)N1 (stereo unspecified)
    7.08µM*, 0.8%, -4.0%, -14.1%, -0.8%, 9.5%, -1.9%, 5.2%
O=C1OCCN1P(=O)(c1ccccc1)c1ccccc1
    8.5%, 1.3%, -0.8%, 0.0%, -5.3%, 0.8%, -4.8%, -9.6%
COc1ccc2c(c1O)-c1c(OC)c(OC)cc3c1[C@H](C2)N(C)CC3
    -4.6%, -4.6%, -0.9%, ?, -7.4%, 5.1%, ?, -4.8%[20.6 µM]
CC(=O)OCC(=O)C1CCC2C3CC=C4CC(O)CC[C@@]4(C)C3CC[C@]12C (stereo partly specified)
    ?, 4.7%, -0.9%, ., i, 2.8%, -5.6%, -13.3%
CCn1c(O)c(/C=N/NC(=O)c2ccccc2)c(=O)[nH]c1=S
    ., 3.8%, -0.8%, ., i, 42.3%[activator], 31.6µM*, .
CCN(CC)P(=O)(Oc1cccc(C)c1)N(CC)CC
    2.5%, 3.5%, 4.1%, -2.6%, i, -1.1%, 6.8%, -10.1%
CCOC(=O)C(O)(c1ccc(N(CC)C(=O)COc2ccccc2)cc1)C(F)(F)F (stereo unspecified)
    -12.5%, 2.6%, -23.9%, ?, -4.0%, -6.6%, -0.9%, 1.6%
Cn1cccc1/C=C1\C(=O)NC(=O)N(CCC2=CCCCC2)C1=O
    ?, -4.2%, 1.0%, -17.7%, 39.8µM*, 44.3%[activator], 2.3%, -13.7%
CC(C)(OOC(C)(C)c1ccccc1)c1ccccc1
    7.2%, 6.4%[201 µM], -4.1%[201 µM], ., -1.1%, -2.9%, ., -2.2%
CCOP(=O)(OCC)c1nc(-c2cccc3ccccc23)oc1NCCc1ccc(OC)cc1
    ?, -9.2%, -0.7%, -16.4%, -9.6%, 0.2%, ?, 8.4%
Cc1ccc(NP(=O)(c2ccccc2)c2nc3ccccc3s2)cc1 (stereo unspecified)
    -11.6%, -5.7%, 0.2%, -12.5%[46 µM], -8.7%, 0.7%, -0.9%, 20.3%
c1ccc(CNC2=NCCS2)cc1
    11.0%, 1.7%, -2.1%, -5.6%, i, -9.5%, 6.0%, 18.4%
COc1ccc2c3c1O[C@H]1[C@@H](O)C=C[C@H]4C(C2)NCCC341 (stereo partly specified)
    -6.0%, -3.8%, 0.0%, ., i, -5.4%, ., -6.1%
Cc1c(C=O)c2ccccc2n1Cc1ccc(F)cc1
    0.6%, 0.4%, -2.5%, ?, i, 5.9%, 16.7%, -7.4%
